NFkB transloc inh – blocks IL-1B driven NFkB nuclear translocation in HUVEC cells. HUVEC IL-1B NFkB p65 nuclear translocation imaging. AID 796. inhibition, % at 2 µM. actives 0.43% (n = 94,000);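 active = inhibition above about 30% together with a positive call from visual inspection of the well image, limit read from the data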;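 note: nuclear over cytoplasmic p65 intensity ratio measured by imaging; 0% = IL-1B stimulated DMSO wells and 100% = unstimulated DMSO wells; values of inactives mirror those of a sister screen read the other way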
PLAP inhibitors HTS – PLAP enzyme inhibitors, biochemical, luminescence, HTS (AID 690). purified PLAP, luminescent substrate; higher % means a stronger effect. inhibition, % at 20 µM, or IC50 in µM where a hit was titrated. actives 0.08% (n = 96,000); in the data active = a potency from the dose series; inactive = the rest, 99 in 100 with inhibition below about 30%; note: strong numbers were not always called active
NFkB transloc pot – enhances IL-1B driven NFkB nuclear translocation; activation, % at 2 µM; HUVEC IL-1B NFkB p65 nuclear translocation imaging; actives 0.3% (n = 94,000);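 active = activation above 40%, about the mean plus 3 SD, also judged a hit on visual image review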;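 note: percent activation is computed from the nuclear over cytoplasmic p65 intensity ratio; values of inactives mirror those of a sister screen read the other way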
MRP reversal – reverses drug resistance mediated by MRP; H69AR cells + 2 uM doxorubicin, CellTiter-Glo, 72 h; differential viability (reversal), % at 10 µM; actives 0.04% (n = 85,000); AID 602;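 active = viability drop by adding the cancer drug above about 55%, with treated viability meeting a 40% cutoff, limit read from the data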;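 note: viability without doxorubicin minus viability with 2 µM doxorubicin for each compound; larger differential means the compound sensitizes cells more to doxorubicin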
Bcl-B TR3 displacers – displacers of TR3 peptide from Bcl-B, primary screen, selectivity assay for Bfl-1 inhibitor project, biochemical, fluorescence polarization; actives 0.11% (n = 96,000); AID 748; displacement, % at 20 µM, or IC50 in µM where a hit was titrated; FP displacement of FITC-TR3 peptide from Bcl-B; higher % means a stronger effect;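 active = displacement above 50% at 20 µM plus a fluorescence interference ratio under 1.5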;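 note: plate controls were wells without compound for no effect and wells lacking Bcl-B protein for full effect; a part of the inactive calls stands beside numbers as strong as those of hits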
MRP reversal cytotoxicity – also measured in MRP reversal; calls as there; viability, %; H69AR cells, CellTiter-Glo, 72 h; measured here: cytotoxicity without doxorubicin
MRP reversal with doxorubicin – further read-out of MRP reversal, marked with its call; viability, %; measured here: viability with 2 uM doxorubicin; hits give low values
NFkB transloc inh cell count 2 µM – further read-out of NFkB transloc inh, marked with its call; cell count; measured here: cells passing quality filter;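 raw number of nuclei counted in each imaged well without normalization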
NFkB transloc pot cell count 2 µM – also measured in NFkB transloc pot; calls as there; cell count; measured here: cells passing quality filter
Starred values were filed as active, the others as inactive; · = not tested or not shown. The list is partial (hit frequency here may not be typical).

SMILES	NFkB transloc inh	NFkB transloc inh cell count 2 µM	PLAP inhibitors HTS	NFkB transloc pot	NFkB transloc pot cell count 2 µM	MRP reversal	MRP reversal cytotoxicity	MRP reversal with doxorubicin	Bcl-B TR3 displacers
O=S(=O)(Cc1ccccc1)N1CCN(c2ccccc2)CC1	2.5	154	-10.6%	-2.5	154	-2.2	94.3	96.5	-8.8%
COc1ccc(SCc2noc(C(=O)NCC3CCCO3)c2C(=O)O)cc1 (configuration not stated)	-6.3	183	11.4%	6.2	183	·	·	·	-12.6%
CCn1cc(SCC(=O)N2CCc3ccccc32)c2ccccc21	-15.4	97	-18.6%	15.4	97	-0.3	77.0	77.3	-4.9%
N#Cc1cc(C(=O)c2cc(Br)ccc2O)cn(C2CCCCC2)c1=O	0.0	146	-22.4%	0.0	146	-29.7	12.9	42.6	-18.5%
COCCn1c(SCC(=O)NCc2ccccc2)nnc1-c1ccco1	6.9	164	·	-6.9	164	5.5	98.0	92.5	·
CC(C)CNC(=O)c1ccc(COc2ccc(Cl)cc2Cl)o1	-5.3	164	-3.9%	5.3	164	4.3	64.4	60.0	7.3%
Nc1nc(Br)c2c(F)cccc2c1-c1ccc(Cl)cc1	-0.3	148	3.2%	0.3	148	·	·	·	5.8%
CC(C)N1CC2(c3ccccc3)CN(C(C)C)CC(c3ccccc3)(C1)C2=O	-2.9	175	0.8%	2.9	175	25.3	97.7	72.4	-1.5%
Cc1csc(NC(=O)C(CC(C)C)NS(=O)(=O)c2ccc3c(c2)oc(=O)n3C)n1 (configuration not stated)	15.4	175	-130.4%	-15.4	175	3.9	94.2	90.4	-13.7%
CCOC(=O)N1CCC(C(N)=O)CC1	-26.0	231	15.7%	26.0	231	-13.3	92.8	106.0	-18.8%
COc1cccc(C(=O)CSc2nnnn2C2CCCCC2)c1	-1.3	121	15.9%	1.3	121	·	·	·	2.0%
CC(NC(=O)Cc1ccc(F)cc1)C(c1cccs1)N1CCN(C)CC1 (configuration not stated)	-14.3	140	·	14.3	140	0.0	77.6	77.6	·
O=c1[nH]c(CN2CCN(c3ccccc3)CC2)nc2ccccc12	·	·	-41.6%	·	·	4.0	88.1	84.1	3.9%
COC(=O)CSc1nc(-c2ccc(C)cc2)c2c(c1C#N)CCCC2	-18.5	83	12.4%	18.5	83	-22.1	50.1	72.2	-15.4%
COc1cc(-c2cccs2)cc(=O)c2c(C)oc(C)c12	-9.9	179	-45.9%	9.9	179	2.4	81.3	78.8	-17.7%
CCCCCCCCCC(=O)N/N=C(\C)c1cccnc1	-1.8	161	·	1.8	161	0.5	90.2	89.7	·
O=C(Cn1cnnn1)Nc1ccccc1Cc1ccccc1	-14.3	102	·	14.3	102	5.5	86.6	81.1	-5.2%
CCOC(=O)CC(NC(=O)c1cccs1)c1ccc(OCC)cc1 (configuration not stated)	-10.6	73	-8.5%	10.6	73	2.5	85.7	83.3	-5.5%
CSc1nc(C)c2cc(C)oc2n1	·	·	-5.6%	·	·	1.9	101.0	99.0	0.8%
O=S(Cc1ccccc1)CC(O)(c1ccc(Cl)cc1)c1ccc(Cl)cc1 (configuration not stated)	-11.1	136	-1.5%	11.1	136	·	·	·	-12.7%
Cn1c(=O)c2c(nc(SCC(=O)OCc3ccccc3)n2C)n(C)c1=O	7.9	216	-11.3%	-7.9	216	2.7	92.1	89.5	-2.6%
COc1cc2c(cc1NC(=O)CN1CCN(S(=O)(=O)c3ccc(F)cc3)CC1)oc1ccccc12	·	·	-122.0%	·	·	4.7	90.5	85.8	-17.5%
COc1ccc(/C=N/NC(=O)CCCOc2ccc(Cl)cc2Cl)cc1[N+](=O)[O-]	-5.5	197	16.2%	5.5	197	·	·	·	-2.5%
CCOCCCNC(=O)CN1C(=O)CSc2cc(S(=O)(=O)N3CCCCCC3)ccc21	-18.3	134	-9.5%	18.3	134	7.1	89.8	82.6	-8.3%
CCN1CCCC1CNC(=O)C1CCCN(S(=O)(=O)c2cccc3nsnc23)C1 (configuration not stated)	-1.5	98	-34.8%	1.5	98	·	·	·	2.5%
Cc1ccc(NC(=O)c2ccccc2)s1	4.8	116	14.6%	-4.8	116	-9.4	95.5	104.8	-2.6%
Cc1ccc(NC(=S)NCC2CCCO2)cc1C (configuration not stated)	10.6	9	·	-10.6	9	-4.0	86.6	90.6	·
CC(=O)c1ccc(NS(=O)(=O)c2ccccc2)cc1	7.6	174	13.3%	-7.6	174	2.2	93.0	90.8	-6.7%
O=C(NC1CCCCCCC1)c1ccc2c(c1)OCO2	-6.2	133	11.6%	6.2	133	15.1	95.2	80.1	0.8%
CC(=O)N1CCN(C(=O)CCc2nc3sc4c(c3c(=O)[nH]2)CCCC4)CC1	·	·	-13.2%	·	·	15.9	91.1	75.2	3.4%
Cc1c(Cl)cccc1NC(=O)CSCC(N)=O	7.0	79	9.4%	-7.0	79	-2.5	86.1	88.7	-3.8%
Cc1cc2ccccc2cc(C)c1=O	-14.4	191	0.0%	14.4	191	-0.3	100.1	100.5	-6.7%
O=C(NCc1ccc2c(c1)OCO2)c1cc(-c2ccc(Cl)cc2Cl)on1	-16.7	188	-5.4%	16.7	188	-2.5	83.3	85.8	5.4%
CCOC(=O)C1=C(C)NC2=C(C(=O)CC(C)(C)C2)C1c1ccc(N(C)C)cc1 (configuration not stated)	-1.9	102	20.6%	1.9	102	·	·	·	-10.1%
Cc1nn(CCC#N)c2nc(-c3ccccc3)cc(C(F)(F)F)c12	-5.8	110	-34.3%	5.8	110	-0.9	69.8	70.7	0.2%
Cc1ccc(CN2CC34C=CC(O3)C(C(=O)NCc3ccc5c(c3)OCO5)C4C2=O)cc1 (configuration not stated)	-5.2	127	-39.0%	5.2	127	-9.5	96.6	106.1	-3.6%
CSc1nc2n(n1)C(c1ccccn1)C1=C(CC(C)(C)CC1=O)N2 (configuration not stated)	0.2	125	8.6%	-0.2	125	-11.4	53.6	65.0	·
O=C(OCc1c(Cl)cccc1Cl)c1cccnc1Cl	-1.3	175	14.1%	1.3	175	·	·	·	0.1%
COc1ccc(/C=N/c2nc3ccccc3n2CCN2CCCCC2)cc1OC	-17.5	77	-67.2%	17.5	77	-23.6	69.5	93.1	-5.5%
CCCc1[nH]nc2c1C(c1c(C)nn(-c3ccccc3)c1Cl)C(C#N)=C(N)O2 (configuration not stated)	·	·	-73.9%	·	·	·	·	·	-2.2%

Grouped by structure: those above with an aryl methoxy group (six)
SMILES	NFkB transloc inh	NFkB transloc inh cell count 2 µM	PLAP inhibitors HTS	NFkB transloc pot	NFkB transloc pot cell count 2 µM	MRP reversal	MRP reversal cytotoxicity	MRP reversal with doxorubicin	Bcl-B TR3 displacers
COc1ccc(SCc2noc(C(=O)NCC3CCCO3)c2C(=O)O)cc1 (configuration not stated)	-6.3	183	11.4%	6.2	183	·	·	·	-12.6%
COc1cccc(C(=O)CSc2nnnn2C2CCCCC2)c1	-1.3	121	15.9%	1.3	121	·	·	·	2.0%
COc1cc(-c2cccs2)cc(=O)c2c(C)oc(C)c12	-9.9	179	-45.9%	9.9	179	2.4	81.3	78.8	-17.7%
COc1cc2c(cc1NC(=O)CN1CCN(S(=O)(=O)c3ccc(F)cc3)CC1)oc1ccccc12	·	·	-122.0%	·	·	4.7	90.5	85.8	-17.5%
COc1ccc(/C=N/NC(=O)CCCOc2ccc(Cl)cc2Cl)cc1[N+](=O)[O-]	-5.5	197	16.2%	5.5	197	·	·	·	-2.5%
COc1ccc(/C=N/c2nc3ccccc3n2CCN2CCCCC2)cc1OC	-17.5	77	-67.2%	17.5	77	-23.6	69.5	93.1	-5.5%

Following part
SMILES	NFkB transloc inh	NFkB transloc inh cell count 2 µM	PLAP inhibitors HTS	NFkB transloc pot	NFkB transloc pot cell count 2 µM	MRP reversal	MRP reversal cytotoxicity	MRP reversal with doxorubicin	Bcl-B TR3 displacers
CC1Cc2ccccc2N1c1ncnc2c1nnn2Cc1ccccc1Cl (configuration not stated)	-4.5	118	·	4.5	118	1.4	107.2	105.8	·
CCOC(=O)CSc1ncnc2c1sc1nc(N3CCOCC3)c3c(c12)CCCC3	-18.9	173	-64.4%	18.9	173	0.9	92.5	91.6	-20.4%
COCCCNC(=O)/C=C/c1ccc(Cl)cc1	-1.8	72	-5.2%	1.8	72	·	·	·	-2.5%
Cn1ccnc1C(O)c1cc(C(C)(C)C)c(O)c(C(C)(C)C)c1 (configuration not stated)	0.5	67	-118.9%	-0.5	67	6.9	110.5	103.6	-8.8%
CC(=O)Nc1ccc([N+](=O)[O-])cn1	1.1	145	25.1%	-1.1	145	·	·	·	0.9%
CC1(C)CC2CC(C)(CN2S(=O)(=O)c2ccc(N)cc2)C1 (configuration not stated)	-16.6	131	4.1%	16.6	131	1.5	101.4	99.9	-10.3%
COc1ccc(C(=O)c2cnc3cc4c(cc3c2C)OCO4)cc1	-13.4	162	-77.3%	13.4	162	13.3	104.7	91.4	-0.8%
CCn1c(C)cc(/C=C2\NC(=O)N(Cc3ccccc3)C2=O)c1C	8.5	146	17.9%	-8.5	146	·	·	·	-2.1%
COc1cc(NC(=O)C2CCCN(S(=O)(=O)c3ccc4c(c3)oc(=O)n4C)C2)cc(OC)c1 (configuration not stated)	0.3	205	6.9%	-0.3	205	-1.3	88.1	89.4	-2.7%
CC1=C(C(=O)OC(C)C)C(c2ccsc2)NC(=O)N1C (configuration not stated)	-12.0	105	·	12.0	105	6.0	100.6	94.7	·
CC(C)CC(NC(=O)c1ccc(Cl)cc1)C(=O)OCC(=O)c1ccc2c(c1)NC(=O)CO2 (configuration not stated)	23.4	176	-14.0%	-23.4	176	·	·	·	-105.8%
CN1CCc2c(sc(/N=C/c3cccs3)c2C(N)=O)C1	3.0	201	-8.9%	-3.0	201	9.4	96.3	86.9	22.2%
COC(=O)C(Cc1ccccc1)NC(=O)CSc1nc(C)cc(=O)[nH]1 (configuration not stated)	7.3	191	19.8%	-7.3	191	6.4	96.3	89.9	14.9%
CCOC(=O)N1CCN(Cc2nc(N)nc(Nc3ccccc3C)n2)CC1	-6.5	157	-39.3%	6.5	157	6.6	78.8	72.3	0.6%
O=C1CC(c2ccco2)CC2=C1C(c1ccccc1)n1nc(C(F)(F)F)nc1N2 (configuration not stated)	-22.9	110	-16.8%	22.9	110	-11.4	60.6	72.0	4.5%
CCOC(=O)Cc1csc(N)n1	8.4	157	2.5%	-8.4	157	-4.4	89.2	93.6	0.4%
Cc1cc(C(=O)N2CCN(c3ncccn3)CC2)sc1-c1ccccc1	1.6	164	·	-1.6	164	-1.9	103.4	105.3	·
CN(Cc1ccco1)C(=O)Cn1c(=O)oc2cc(S(=O)(=O)NCc3ccccc3)ccc21	-5.9	73	11.7%	5.9	73	-2.9	94.3	97.2	-1.1%
CCCC1=[N+](CC(=O)c2ccccc2)CCn2c(C)ccc21	18.1	111	31.0%	-18.1	111	·	·	·	-7.6%
Cc1nc2ccc(S(=O)(=O)NC(C(=O)N3CCC(C)CC3)C(C)C)cc2s1 (configuration not stated)	14.7	183	-54.7%	-14.7	183	0.3	82.9	82.6	18.0%
CCOC(=O)Cn1c(=O)oc2cc(S(=O)(=O)NCC3CCCO3)ccc21 (configuration not stated)	-1.2	66	13.6%	1.2	66	5.9	93.7	87.8	0.2%
CCOc1ccccc1Nc1nc(N)nc(CSc2nccc(C)n2)n1	5.5	133	-8.6%	-5.5	133	-7.2	86.0	93.2	1.6%
CCOC(=O)Cc1csc(NC(=O)c2c(O)c3ccccc3n(CC(C)C)c2=O)n1	-1.2	111	-63.4%	1.0	42	-22.4	16.9	39.2	-0.3%
CCCCOC(=O)n1c(=O)oc2ccccc21	9.0	130	-4.0%	-9.0	130	-23.3	59.1	82.4	-4.5%
COC(=O)c1c(NC(=O)c2nc3nc(C)cc(C(F)F)n3n2)sc2c1CCC2	-1.1	131	-11.7%	1.1	131	·	·	·	2.7%
CCOC(=O)CNC(=O)CSc1nnc(-c2ccc(OC)cc2)n1CC	-5.1	92	·	5.1	92	8.7	90.0	81.3	·
Cc1ccc(-n2c3c(cc(C(=O)N4CCN(C)CC4)c2=O)C(=O)CC(C)(C)C3)cc1	·	·	-16.5%	·	·	8.4	92.2	83.8	-5.1%
